PfHsp40 yeast: restores yeast growth despite PfHsp40 toxicity; growth rescue, % at 12.5 µM; 340,000 tested, 0.68% active; S. cerevisiae expressing PfHsp40, growth rescue, ATP luminescence; in the data active = growth rescue above about 28%, passing the limit was not always enough; inconclusive = no clear call, values can overlap the other calls;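 also: yeast W303a lacking pdr1 and pdr3 grown in galactose medium; growth measured after three days at 30 °C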
Anthrax LF inh2: blocks Bacillus anthracis lethal factor protease; P15917; multiplex microsphere protease cleavage assay, LF; inhibition, % at 10 µM; 360,000 tested, 0.12% active; also: plate controls were buffer without enzyme for full effect and enzyme alone for no effect
Target sequence (P15917 whole entry, looked up): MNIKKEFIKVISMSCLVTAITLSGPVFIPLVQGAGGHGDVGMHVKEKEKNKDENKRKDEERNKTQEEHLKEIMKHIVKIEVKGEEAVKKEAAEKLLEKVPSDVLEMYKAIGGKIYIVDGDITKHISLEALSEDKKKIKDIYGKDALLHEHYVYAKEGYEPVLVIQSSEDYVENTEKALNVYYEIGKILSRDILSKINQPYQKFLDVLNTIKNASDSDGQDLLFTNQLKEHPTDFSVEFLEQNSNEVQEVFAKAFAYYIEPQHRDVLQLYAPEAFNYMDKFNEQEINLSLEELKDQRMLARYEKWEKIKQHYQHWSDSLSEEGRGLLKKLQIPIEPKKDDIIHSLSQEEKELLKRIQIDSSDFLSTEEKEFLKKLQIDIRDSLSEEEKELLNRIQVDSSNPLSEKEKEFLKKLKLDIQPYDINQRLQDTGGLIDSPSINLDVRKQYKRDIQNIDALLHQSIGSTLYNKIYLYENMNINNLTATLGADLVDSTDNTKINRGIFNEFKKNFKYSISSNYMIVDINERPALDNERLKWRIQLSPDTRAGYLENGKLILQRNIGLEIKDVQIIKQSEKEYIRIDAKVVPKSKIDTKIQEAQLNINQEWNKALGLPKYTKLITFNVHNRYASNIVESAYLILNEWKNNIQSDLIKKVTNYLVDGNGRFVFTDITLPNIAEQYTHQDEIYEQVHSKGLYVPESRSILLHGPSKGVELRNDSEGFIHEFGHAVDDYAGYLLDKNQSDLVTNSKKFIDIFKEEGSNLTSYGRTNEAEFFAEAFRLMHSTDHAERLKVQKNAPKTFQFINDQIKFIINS
BoNT-A LC inh2: blocks Botulinum neurotoxin A light chain protease | 360,000 tested, 0.17% active | inhibition, % at 10 µM | AID 588499 | multiplex microsphere protease substrate cleavage, flow cytometry; also: plate controls were buffer without enzyme for full effect and enzyme alone for no effect
FadD28 FP inh: inhibitors of Mycobacterium tuberculosis FadD28 bisubstrate binding; FadD28 bisubstrate probe binding, fluorescence polarization; inhibition, % at 12.5 µM; 360,000 tested, 0.22% active; AID 588549; in the data active = inhibition above about 8.5%, passing the limit was not always enough; inconclusive = no clear call, values can overlap the other calls
Mtb BioA inh: blocks M. tuberculosis BioA enzyme activity; purified M. tuberculosis BioA enzyme, plate reader; inhibition, % at 9.99 µM; 360,000 tested, 0.096% active; AID 602481; in the data active = inhibition above about 40%; inconclusive = no clear call, values can overlap the other calls
BoNT F protease: blocks Botulinum neurotoxin F light chain protease | Multiplex microsphere protease cleavage assay, flow cytometry | inhibition, % at 10 µM | 360,000 tested, 0.22% active | AID 588497; in the data active = inhibition above about 35%, passing the limit was not always enough; inconclusive = no clear call, values can overlap the other calls; also: plate controls were buffer without enzyme for full effect and enzyme alone for no effect
Mtb UGM inh: blocks M. tuberculosis UGM enzyme. AID 504406. purified UGM, fluorescence polarization probe displacement. 320,000 tested, 0.06% active. P9WIQ1. inhibition, % at 10 µM; in the data active = inhibition above about 10%, passing the limit was not always enough; inconclusive = no clear call, values can overlap the other calls
GDH-TPI counter: counter-screen for M. tuberculosis FBA inhibitors: GDH-TPI coupled enzymes | GDH-TPI coupled enzyme counterscreen, NADH absorbance | inhibition, % at 4.8 µM | 360,000 tested, 1.2% active; in the data active = inhibition above about 30%;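 also: 0% = DMSO wells and 100% = wells lacking the enzyme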
Mtb FBA inh: inhibits M. tuberculosis FBA enzyme; P9WQA3; purified M. tuberculosis FBA, fluorescence read-out; inhibition, % at 1 µM; 360,000 tested, 2.3% active; in the data active = inhibition above about 27%;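 also: 0% = vehicle and 100% = reference inhibitor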
Starred values were filed as active, the others as inactive; ? = inconclusive; nt = no result given; + = active, no number. Rule as the data show it, unless noted: active = inhibition above about 30%; inconclusive = no clear call, values can overlap the other calls; inactive = below that.

SMILES | PfHsp40 yeast | Anthrax LF inh2 | BoNT-A LC inh2 | FadD28 FP inh | Mtb BioA inh | BoNT F protease | Mtb UGM inh | GDH-TPI counter | Mtb FBA inh
O=C(CCC1N=C2c3ccccc3N=C(SCc3ccc(F)cc3)N2C1=O)NCc1ccco1 (configuration not stated) | 0.0 | 2 | -0.1 | -1.5 | 2.2 | 10 | 3.7 | 3 | 8
O=C(Nc1cccc2ncccc12)c1ccc(-c2ccc(Br)cc2)o1 | 0.8 | -20 | 6.0 | -6.5 | nt | 7 | 0.4 | 16 | 4
Cc1nc(SCC(=O)N2CC(=O)Nc3ccccc32)c2c(C)c(C)sc2n1 | -0.4 | 7 | 1.3 | -2.9 | 3.3 | 5 | 0.5 | 4 | 2
N#Cc1c(-c2ccco2)cc(-c2cccnc2)nc1N | 0.1 | -1 | 1.9 | -6.4 | 4.6 | 3 | 6.6 | 20 | 181*
CCCc1nc2c(sc3nc4c(cc32)COC(C)(C)C4)c(=O)n1CCN(C)C | -0.3 | -2 | -0.4 | 0.1 | nt | -6 | 3.3 | 6 | 1
C=CCn1c(O)c(C=NC2CCN(Cc3ccccc3)CC2)c(=O)[nH]c1=O | -0.2 | 6 | -3.2 | 0.8 | -3.3 | 5 | 2.0 | 3 | -1
Cc1cc(C)nc(N2CCN(c3nc(-c4ccccc4)nc4c3oc3ccccc34)CC2)n1 | 0.0 | 2 | -0.6 | -1.1 | nt | 19 | nt | 0 | 4
COc1ccc(NC(=O)CSc2nncn2C)c([N+](=O)[O-])c1 | 0.4 | 0 | 0.2 | -2.9 | nt | 0 | -1.9 | -2 | -1
Cc1ccc(S(=O)(=O)N2CCC(NC(=O)OC(C)C)CC2)cc1 | nt | 0 | -0.5 | -2.2 | nt | -4 | -0.7 | -4 | 2
CCCCN1C(=N)N([C@@H](C)CN2CCC[C@H]2CN2C(N)=NC[C@H]2C(C)C)C[C@H]1[C@H](C)CC | 2.8 | -5 | -0.4 | -1.1 | -0.9 | -6 | 1.1 | 6 | 0
O=C(Nc1cccc(NC(=O)c2ccccc2[N+](=O)[O-])c1)c1ccccc1Cl | 0.6 | 0 | ? | -0.9 | -0.3 | ? | 5.8 | 11 | 1
Cc1ccc(NC(=O)C2CCCN2C(=O)OCc2ccccc2)cc1F (configuration not stated) | -1.3 | -1 | 1.8 | -0.3 | -1.1 | 4 | 0.6 | 4 | 1
Cc1ccsc1C(=O)NNC(=S)NC1CCCCC1 | 0.2 | -1 | 1.1 | -0.4 | -0.2 | 3 | -0.6 | 9 | 6
CCO/C=C1/C(=O)N(c2ccc(OC)cc2)C(=O)c2ccccc21 | 0.6 | -3 | -0.9 | -0.4 | -1.5 | -2 | -1.2 | -1 | 12
Cc1cc(C)cc(-n2c(=O)c3ccccc3n(CC(=O)NCC3CCCO3)c2=O)c1 (configuration not stated) | 4.4 | 10 | -3.2 | -4.4 | -1.2 | -8 | -1.2 | -4 | -4
O=C(NNc1ncc(C(F)(F)F)cc1Cl)c1ccc(Cl)c(Cl)c1 | 0.0 | nt | nt | -1.2 | 0.5 | nt | 0.1 | 6 | 2
COc1cccc(C2CCCCN2Cc2nc(-c3ccc(C)o3)oc2C)c1 (configuration not stated) | 2.0 | -2 | -1.2 | -1.7 | 0.6 | -3 | -0.3 | 3 | 1
CCOC(=O)C1=C(O)C(=O)N(c2ccc(S(N)(=O)=O)cc2)C1c1ccc(OC)cc1OC (configuration not stated) | -0.1 | -14 | -1.2 | -2.0 | 6.5 | 2 | 1.3 | 15 | 3
CCC(CC)C(=O)c1c[nH]c(C(=O)N2CCN(c3ccccc3F)CC2)c1 | 0.1 | -1 | -1.7 | 0.2 | -9.8 | 4 | -0.8 | 6 | 2
O=C1c2ccccc2C(=O)C12OC2c1ccc(Cl)cc1Cl (configuration not stated) | 0.2 | -1 | 0.1 | -3.3 | nt | 2 | -3.3 | 3 | -4
O=[N+]([O-])c1ccccc1N(CC1CO1)S(=O)(=O)c1ccccc1 (configuration not stated) | -0.4 | 2 | -1.7 | 0.0 | nt | -2 | 1.9 | 10 | 2
Cc1ccc[n+](CC(=O)c2ccc(NC(=O)c3ccccc3)cc2)c1C | nt | ? | 3.1 | -4.7 | -0.6 | 32 | 0.7 | -4 | 0
COc1ccc(NC(=S)/N=C(\N)Nc2nc(C)c3ccccc3n2)cc1 | 3.7 | 0 | -1.1 | -1.9 | nt | -5 | 1.2 | 6 | 2
Cc1c(C(=O)O)sc(S(=O)(=O)N2CCN(C(=O)Cc3ccccc3Cl)CC2)c1C(=O)O | 0.1 | -10 | 1.0 | -2.7 | 0.5 | -7 | 0.1 | -2 | -1
CN(C)c1ccc(-n2cc3c(=O)n(C)c(=O)n(C)c3c2)cc1 | 3.9 | -7 | 0.5 | -1.0 | 3.6 | ? | -0.8 | 12 | 5
CC(=O)Nc1ccc(Br)c(Cl)c1 | -2.2 | 17 | -1.9 | -2.2 | 0.4 | ? | 3.3 | 7 | -1
Cc1ccccc1NC(=O)C(C)OC(=O)c1ccccc1C(=O)N(C)c1ccccc1 (configuration not stated) | 0.7 | -2 | 0.8 | -1.3 | -1.8 | -7 | -1.9 | 1 | 1
O=C1CC(c2ccc(F)cc2)Cc2nc(NCC3CCCO3)ncc21 (configuration not stated) | 0.9 | -3 | 0.3 | -4.5 | 4.4 | -12 | 0.2 | -2 | 0
COCCNC(=O)C1=C(N)C(C(=O)Nc2ccc(C)c(S(=O)(=O)N3CCCCC3)c2)SC1=Nc1ccc(C)cc1C (configuration not stated) | 0.1 | -1 | 5.7 | -3.4 | -1.5 | -8 | 4.2 | 27 | 3
COc1ccc(CC(=O)Nc2cc(S(=O)(=O)N3CCOCC3)ccc2N2CCCC2)c(OC)c1 | -0.3 | -9 | 0.3 | -2.5 | 7.5 | 7 | nt | 8 | 5
COc1cccc(C2CCN(CC(=O)Nc3cc(Cl)ccc3OC)CC2O)c1 (configuration not stated) | 4.8 | -3 | -9.1 | -0.8 | nt | -33 | 0.5 | 5 | 1
Cc1ccc(-c2csc(NS(=O)(=O)c3cccc(F)c3)n2)o1 | -0.2 | 0 | -0.1 | 16* | 3.0 | -1 | -0.2 | 12 | 6
CCOC(=O)N1CCN(C(=O)/C=C/c2ccc([N+](=O)[O-])cc2)CC1 | 0.8 | -2 | -0.7 | -0.7 | nt | -1 | 0.3 | 20 | -3
COc1ccc(-n2c(/C=C3/C(=O)Nc4ccccc43)nc3ccccc3c2=O)cc1 | 0.2 | 0 | 0.2 | -0.8 | nt | -1 | -0.4 | 14 | 2
CC(=O)N1CCN=C1SCc1cccc(C(F)(F)F)c1 | -1.4 | 3 | -0.2 | -1.5 | 1.4 | ? | -0.3 | -2 | 1
CN(CC(=O)Nc1ccc(Br)cc1)Cc1ccccc1 | -0.2 | -8 | 1.0 | -2.9 | -0.4 | 9 | -3.8 | 2 | 1
O=C(COc1ccc(/C=N/NC(=O)c2ccccc2O)cc1)Nc1ccccc1 | -1.3 | -4 | -0.8 | -1.0 | nt | -1 | 0.7 | 18 | 3
COc1ccc(-c2noc(N3CCC(C(=O)Nc4ccccc4Cl)CC3)n2)cc1 | 0.3 | 6 | 0.1 | -0.2 | -0.7 | -5 | -1.6 | -2 | 1
O=S(=O)(c1ccc(S(=O)(=O)N2CCCN(Cc3ccccc3)C2)cc1)N1CCCCCC1 | -0.5 | -1 | 1.4 | -2.5 | -1.5 | 3 | -1.1 | 4 | 0
O=C(Nc1nnc(-c2cccnc2)o1)c1cccc(Cl)c1 | 25 | -4 | -0.7 | -1.5 | nt | -3 | 1.1 | 13 | 2
COc1ccc(CCN(Cc2ccccn2)C(=S)Nc2cccc(SC)c2)cc1OC | -0.3 | -1 | -0.8 | -1.4 | 0.2 | -5 | -1.4 | -1 | 4
CC(C)C[C@H](NC(=O)c1[nH]cnc1C(=O)Nc1ccc(CNC(=O)OC(C)(C)C)cc1)C(=O)OCc1ccccc1 | ? | 2 | -0.7 | -2.0 | -0.9 | -13 | -0.9 | 2 | -1
Cc1ccc(S(=O)(=O)CCC(=O)NC2CCCCC2)cc1 | -0.3 | -4 | 3.3 | -1.4 | 0.8 | -13 | -0.7 | 2 | 1
CCn1c(SCc2ccc(C)cc2)nnc1C1CCN(S(=O)(=O)c2ccc(OC)cc2)CC1 | 0.3 | -10 | -1.2 | -4.2 | 1.4 | 9 | 0.0 | -10 | 1
CC1CCCCC1N(C)C1CCN(C(=O)CNC(=O)/C=C/c2cccc(Cl)c2)CC1 (configuration not stated) | -0.2 | -2 | 2.0 | -1.5 | -1.0 | 3 | 0.8 | -3 | 6
CC(C)(C)NC(=O)N1CCN(c2ncccc2C(F)(F)F)CC1 | -0.6 | 12 | ? | 0.0 | -2.3 | ? | 3.5 | -3 | 2
Cc1ccc(CNC(=O)C2CCN(S(=O)(=O)c3cccnc3)CC2)cc1 | -0.5 | 2 | -0.1 | -0.5 | -2.7 | 2 | -1.4 | 0 | 2
Cc1ccccc1OCCC(=O)N1CCN(S(=O)(=O)c2ccccc2F)CC1 | 1.5 | 1 | -3.1 | -1.7 | -1.4 | -7 | 0.6 | 0 | 0
O=C(CCCCn1c(=O)c2ccccc2n(Cc2ccc(Cl)cc2)c1=O)NCc1ccco1 | 0.0 | -2 | -0.2 | -4.8 | 2.5 | -2 | -0.1 | 6 | -4
Nc1c(Cl)cc(C2=NCCn3c2c2ccc([N+](=O)[O-])cc2[n+]3[O-])cc1Cl | 4.9 | -13 | 1.5 | -4.9 | 0.9 | -16 | -1.1 | 7 | -3
CCOC(=O)c1cnc(SC)nc1Oc1cccc(NS(=O)(=O)c2ccccc2)c1 | 1.6 | -1 | -0.9 | -0.7 | -0.5 | 4 | 5.9 | 6 | 2
CCOC(=O)c1ccc(NC(=O)C2CCN(S(=O)(=O)c3ccccc3)CC2)cc1 | 4.7 | 1 | -1.0 | -5.9 | 0.5 | -5 | 2.2 | 5 | 2
Cc1cc(=O)oc2cc(Oc3ccc(C(N)=O)cc3[N+](=O)[O-])ccc12 | 0.0 | 1 | 0.1 | -2.3 | nt | -2 | 2.9 | 8 | 15
Cc1c(C(=O)N/N=C/c2cccc(O)c2)nnn1-c1nonc1N | -0.7 | 0 | 0.9 | nt | 1.3 | -4 | 0.8 | 3 | -3
Cc1ccc(S(=O)(=O)N(C)c2ccc(OC(=O)c3cccs3)cc2)cc1 | 1.0 | 0 | -0.2 | 0.3 | -1.0 | -1 | -0.8 | 2 | 2
Cc1ccc(-c2nn(-c3ccccc3)cc2CNCc2ccccc2)cc1 | 1.0 | -4 | -1.2 | -6.4 | nt | -25 | 5.1 | -3 | -3
CCN(c1ccc(NC(=O)CCNC(=O)c2ccco2)cc1)C(C)C | -0.8 | 1 | 0.5 | 0.6 | -0.7 | -4 | 1.7 | 3 | -1
COc1ccc(N=Cc2[nH]c3ccccc3c2O)cc1 | 1.0 | 1 | 1.6 | 0.1 | nt | 8 | 5.7 | 5 | 4
CC(C)OCCCn1c(=NC(=O)c2cccs2)c(C#N)cc2c(=O)n3ccccc3nc21 | nt | -6 | 0.5 | -0.8 | -4.7 | ? | 9.5 | 4 | +
